Rtt109 Vps75: blocks Candida albicans Rtt109/Vps75 acetyltransferase activity. actives 0.16% (n = 330,000). purified Rtt109/Vps75, ThioGlo CoA-SH fluorescence, 4 h. Q5AAJ8. inhibition, % at 34.9 µM. AID 540336;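 active means inhibition of at least 50% in every replicate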
dFosB activator: enhances mouse delta FosB homodimer DNA binding; purified delta FosB, TAMRA-CDK5 oligo fluorescence polarization; percent of positive-control signal above neutral wells; activation, % at 25 µM; actives 0.99% (n = 340,000);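 active means mean activation above about 17%, with every replicate also reaching it, limit read from the data, passing the limit was not always enough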;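 further: fluorescence polarization rise as delta FosB binds a TAMRA Cdk5 AP-1 oligo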
Target sequence (P13346 whole entry, looked up): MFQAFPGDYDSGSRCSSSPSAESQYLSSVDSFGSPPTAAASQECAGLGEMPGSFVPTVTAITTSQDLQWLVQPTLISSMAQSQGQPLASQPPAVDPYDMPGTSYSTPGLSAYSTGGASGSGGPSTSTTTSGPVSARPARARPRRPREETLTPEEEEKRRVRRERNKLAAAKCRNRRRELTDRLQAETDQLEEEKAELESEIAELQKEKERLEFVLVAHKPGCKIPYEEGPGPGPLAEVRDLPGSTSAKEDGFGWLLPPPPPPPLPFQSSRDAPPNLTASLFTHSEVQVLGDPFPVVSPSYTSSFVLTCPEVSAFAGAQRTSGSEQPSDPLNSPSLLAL
HTR5A ag ctr: counter-screen for OPRM1-OPRD1 agonists: human HTR5A agonism; activation, % at 9.3 µM; HTR5A agonist assay, luminescence, cell-based; actives 0.61% (n = 340,000); P47898; in the data active means activation mostly above about 9.5%, no sharp cut-off; inactive means mostly below about 7.6%;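 further: 0% = cells with vehicle only and 100% = reference agonist; strong numbers were not always called active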
SR-BI HDL uptake: inhibitors of mouse SR-BI mediated HDL lipid uptake; actives 0.96% (n = 320,000); ldlA[mSR-BI] CHO cells, DiI-HDL uptake fluorescence, 3 h; inhibition, % at 12.5 µM; AID 488896; Q61009;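 active means mean replicate inhibition of at least 70% and a set share of replicates each scoring 70 or more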;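 further: 0% = median of neutral control wells and 100% = median of positive control wells; values of inactives mirror those of a sister screen read the other way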
Target sequence (Q61009 whole entry, looked up): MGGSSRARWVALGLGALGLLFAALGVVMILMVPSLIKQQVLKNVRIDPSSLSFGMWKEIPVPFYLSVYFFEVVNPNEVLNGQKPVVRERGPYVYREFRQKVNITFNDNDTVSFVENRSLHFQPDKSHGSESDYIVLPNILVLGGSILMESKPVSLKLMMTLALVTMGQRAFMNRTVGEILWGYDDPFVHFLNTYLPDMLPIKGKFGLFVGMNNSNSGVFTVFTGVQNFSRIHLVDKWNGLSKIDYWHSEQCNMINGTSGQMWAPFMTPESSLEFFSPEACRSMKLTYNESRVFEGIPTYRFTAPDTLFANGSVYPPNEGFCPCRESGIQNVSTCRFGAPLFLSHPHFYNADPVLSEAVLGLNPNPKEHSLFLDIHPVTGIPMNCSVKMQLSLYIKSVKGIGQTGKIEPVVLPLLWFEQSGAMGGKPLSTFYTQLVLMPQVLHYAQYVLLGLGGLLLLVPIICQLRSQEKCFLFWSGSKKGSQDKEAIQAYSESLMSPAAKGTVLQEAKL
PvdQ acylase: P. aeruginosa PvdQ acylase inhibition; inhibition, % at 10 µM; actives 0.063% (n = 340,000); purified PvdQ acylase, fluorescence plate reader; in the data active means inhibition above about 30%, passing the limit was not always enough;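 further: 0% = vehicle neutral wells and 100% = reference inhibitor wells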
MITF TRPM1 HTS: activators of MITF-driven TRPM1 promoter activity in SK-MEL-5 cells | SK-MEL-5 TRPM1-promoter luciferase, 24 h; % of positive control, neutral wells = 0 | activation, % at 12.5 µM | actives 0.75% (n = 300,000);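 active means mean activation of at least 80% with every replicate also reaching 80%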;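 further: 0% = neutral control wells and 100% = parthenolide positive control wells; values of inactives mirror those of a sister screen read the other way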
Wnt bcat act: activators of Wnt/beta-catenin signaling. Wnt/beta-catenin reporter cell assay, activator, plate reader. activation, % at 9.35 µM. actives 1.2% (n = 300,000). AID 743398; in the data active means activation above about 30%, passing the limit was not always enough;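 further: 0% = neutral control wells and 100% = positive control wells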
cardiac RTF act: increases calcium sensitivity of human cardiac regulated thin filaments | IANBD-labeled TnC RTF fluorescence at EC20 calcium; 0% EC20 calcium, 100% full calcium | activation, % at 7.2 µM | AID 493008 | actives 0.24% (n = 340,000);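 active means activation above the mean over all tested compounds plus 3 SD, cut at about 30% in these data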;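 further: rise in fluorescence read as greater calcium sensitivity of cardiac thin filaments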
SR-BI uptake up: enhances SR-BI lipid uptake from DiI-HDL; activation, % at 12.5 µM; actives 0.096% (n = 320,000); CHO ldlA[mSR-BI] cells, DiI-HDL uptake fluorescence, 3 h; 100 = double the neutral-control signal;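 active means mean replicate activation of at least 60% and every replicate at or above 60%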;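 further: 0% = median plate neutral-control signal and 100% = twice that signal; values of inactives mirror those of a sister screen read the other way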
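Test system: SR-BI-overexpressing, LDLR-lacking CHO cells; Also added: labelled HDL, 10 µg/mL; Measured by: bottom-read cell fluorescence after medium removal, ex 550/em 595 nm; Timing: 3 h uptake period with compound, 37 °C; Buffer or medium: F12, 0.5% BSA, 25 mM HEPES; Doses: single compound concentration, delivered by pin transfer.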
CDK5 inh: inhibitors of human CDK5/p35 kinase; actives 0.01% (n = 330,000); inhibition, % at 10 µM; Q00535+Q15078; AID 488839; Recombinant CDK5/p35, ADP-Glo luminescence, 60 min;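 active means highest replicate inhibition of at least 50% and at least 75% of replicates reaching 50%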;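 further: plate controls were DMSO neutral control for no effect and GW8510 at 10 µM for full effect; many of its hits are not listed in these tables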
The depositor's hits bear a star; . = not tested or not shown.

SMILES	Rtt109 Vps75	dFosB activator	HTR5A ag ctr	SR-BI HDL uptake	PvdQ acylase	MITF TRPM1 HTS	Wnt bcat act	cardiac RTF act	SR-BI uptake up	CDK5 inh
Cc1c(C(=O)Nc2ccc3c4c(cccc24)CC3)cccc1[N+](=O)[O-]	-9	2	0	44	-12	-8	-5	0	-44	-2.1
Cc1cc(C)c(C)c(S(=O)(=O)Nc2ccc(C(N)=O)cc2)c1C	-2	-2	-5	-5	-11	10	-1	9	5	-2.8
NNC(=S)Nc1ccccc1Cl	6	-9	-1	-16	-5	-7	0	1	16	0.0
Cc1cc(N2C(=O)C(O)=C(C(=O)c3cc4ccccc4o3)C2c2ccc(OC(C)C)cc2)no1 (configuration not stated)	8	-1	2	-1	5	3	1	-5	1	.
CC(C)(C)c1ccc(OCCC(=O)OCC(=O)NC2CC2)cc1	-4	-9	-4	-2	-6	-17	4	2	2	-1.5
CC(=O)Cc1nsc(NC(=O)c2ccc(-c3ccc(Cl)c(Cl)c3)o2)n1	31	-11	4	4	7	2	0	5	-4	-1.4
O=C(NCC1CCCO1)c1cn(Cc2ccccc2Cl)nc1-c1ccccc1 (configuration not stated)	4	-8	0	-11	-7	-7	1	-1	11	-4.9
O=C1/C(=C/c2cccs2)SC(=S)N1CCCC(=O)N(CCO)c1ccccc1	-1	-3	4	-8	10	5	-3	-2	8	-1.3
CCOC(=O)c1cc2c(=O)n3ccccc3nc2n(Cc2ccco2)c1=NC(=O)c1ccccc1OCC	-119	-4	-2	0	-14	-13	0	0	0	0.0
Cn1nc(C(=O)Nc2sccc2C(N)=O)ccc1=O	8	-9	6	-7	9	.	12	10	7	0.3
CCOC(=O)c1ccc(S(=O)(=O)N2CCNCC2)cc1	13	-1	6	-30	11	-12	-1	2	30	-1.1
CC1CCC(NC(=O)CSc2nnnn2C)CC1 (configuration not stated)	-5	1	-10	-28	-7	11	9	0	28	0.5
NS(=O)(=O)c1cccc(NC(=O)CN2CCC(Cc3ccccc3)CC2)c1	4	-5	2	-21	-12	7	-2	0	21	-0.5
CCOC(=O)c1ccccc1NC(=O)CSc1ccc(-c2cccnc2)nn1	0	-9	0	.	2	-6	0	3	.	0.1
CSc1ccccc1NC(=O)CN(C)C(=O)C(C)SCc1nc2sc(C)c(C)c2c(=O)[nH]1 (configuration not stated)	-5	-10	-5	25	-11	.	-1	0	-25	-0.6
CC(C)(C)NC(=O)C(=O)NNC(=O)c1ccco1	2	-3	0	-22	-10	6	-1	10	22	-3.1
COc1cccc(C(=O)NCC(=O)N/N=C/c2cccnc2)c1	-2	-3	2	-11	7	-15	0	-1	11	.
COc1ccccc1N1CCN(S(=O)(=O)CCNC(=O)C2CC2)CC1	-2	6	4	-1	2	-10	-4	1	1	0.7
O=C(Cn1cc([N+](=O)[O-])ccc1=O)NCc1ccc(Cl)cc1Cl	-10	-10	0	-7	-12	-1	0	3	7	0.5
CN(Cc1ccccc1)C(=O)c1cccc(NC(=O)Cc2ccc(NC(=O)C3CCN(C(=O)CCc4ccccc4)CC3)cc2)c1	-5	3	4	56	-14	-40	-2	12	-56	-3.5
COc1cc(SC)ccc1C(=O)Nc1nc(C)cc(C)n1	7	-3	0	-8	8	.	3	-3	8	1.9
Cc1ccc(C2(c3noc(CN(C)Cc4cccnc4)n3)CCCC2)cc1	-6	1	2	.	-10	5	-2	3	.	-0.1
Cc1cc(C(=O)N/N=C(\CCC(=O)O)c2cccs2)c2ccccc2n1	-1	4	-6	-15	-5	13	2	3	15	0.8
CC(=O)Nc1ccc(NS(=O)(=O)c2ccc3[nH]c(=O)[nH]c3c2)cc1	3	-1	1	-11	1	-1	-13	1	11	0.0
CCCC(C)c1nnc(NC(=O)C(=O)OCC)s1 (configuration not stated)	5	2	-7	-4	8	-9	0	2	4	0.6
CCOC(=O)CCCCCC(=O)Nc1ccc2c(c1)C(=O)N([C@H](C)CO)C[C@@H](C)[C@H](CN(C)S(=O)(=O)c1cn(C)cn1)O2	-3	-7	-4	-27	-15	1	-1	8	27	-0.2
CCc1c(C)sc(NC(=O)Cc2ccccc2C)c1C(=O)N1CCOCC1	6	2	2	-4	-4	13	0	-2	4	-1.2
O=C(Nc1nncs1)c1cccc(S(=O)(=O)N2CCOCC2)c1	-5	-4	-5	-25	4	13	1	-1	25	-0.2
COc1ccc(-c2nnn(CC(=O)c3ccc4c(c3)OCCO4)n2)cc1OC	-6	-5	2	-2	3	.	-7	0	2	-0.7
COC(=O)C1=C(CN2CCc3ccccc32)NC(=O)NC1c1cc(C)ccc1C (configuration not stated)	3	-6	-4	15	-12	.	-2	-1	-15	0.3
COc1cc(/C=C/C(=O)OCC(=O)N2CCN(S(=O)(=O)c3ccc(C)cc3C)CC2)ccc1O	4	-9	-1	.	-2	-4	.	5	.	-1.2
COc1ccc(CCN2CC(C(=O)NCCc3ccccc3C)CCC2=O)cc1 (configuration not stated)	-2	-5	0	-2	-13	1	-2	4	2	.
CS(=O)(=O)N(CCc1ccccc1)CC(=O)NCc1ccccc1	-1	-9	-1	-6	-7	-7	-1	-3	6	0.2
CCOc1ccc(NC(=O)C2CCCN(S(=O)(=O)c3cnc[nH]3)C2)cc1 (configuration not stated)	7	-1	0	2	-27	-4	-2	1	-2	-0.8
CS(=O)(=O)c1ccc(C(=O)OCC(=O)NC23CC4CC(CC(C4)C2)C3)cc1[N+](=O)[O-]	1	2	4	23	-11	-47	.	3	-23	0.6
CC(C)COc1ccc(-c2nn(-c3ccccc3)cc2C(=O)Nc2nccs2)cc1	9	39*	-1	-12	-12	.	-9	7	12	-3.9
CN(C(=O)COC(=O)COc1ccc2ccccc2c1)c1c(N)n(Cc2ccccc2)c(=O)[nH]c1=O	-2	-2	1	-16	3	-14	0	1	16	-0.5
COc1ccc(OC)c(NC(=O)CNC(=O)Cn2c(C)cc3ccccc3c2=O)c1	2	-3	3	61	-18	.	-1	18	-61	-2.3
COc1ccc(NC(=O)CN(C)CC(=O)NCc2ccc(C)cc2)cc1	5	2	-3	11	-1	6	0	-4	-11	1.2
NNC(=O)COc1cccc(C(F)(F)F)c1	-9	-2	-4	-3	-19	-6	-1	14	3	0.4

Whole records, looked up by structure.
O=C(Nc1nncs1)c1cccc(S(=O)(=O)N2CCOCC2)c1 is listed as Rtt109 Vps75 = -5; dFosB activator = -4; HTR5A ag ctr = -5; SR-BI HDL uptake = -25; PvdQ acylase = 4; MITF TRPM1 HTS = 13; Wnt bcat act = 1; cardiac RTF act = -1; SR-BI uptake up = 25; CDK5 inh = -0.2
COc1cc(/C=C/C(=O)OCC(=O)N2CCN(S(=O)(=O)c3ccc(C)cc3C)CC2)ccc1O is listed as Rtt109 Vps75 = 4; dFosB activator = -9; HTR5A ag ctr = -1; SR-BI HDL uptake = .; PvdQ acylase = -2; MITF TRPM1 HTS = -4; Wnt bcat act = .; cardiac RTF act = 5; SR-BI uptake up = .; CDK5 inh = -1.2

Other entries
SMILES	Rtt109 Vps75	dFosB activator	HTR5A ag ctr	SR-BI HDL uptake	PvdQ acylase	MITF TRPM1 HTS	Wnt bcat act	cardiac RTF act	SR-BI uptake up	CDK5 inh
O=C(CCC(=O)N1CCN(S(=O)(=O)c2ccccc2Cl)CC1)c1ccccc1	-7	-5	-1	3	-19	5	-1	0	-3	0.6
COc1ccccc1N1CCN(C2CC(=O)N(c3cccc(Cl)c3)C2=O)CC1 (configuration not stated)	10	-2	2	8	7	.	1	3	-8	0.3
CC(NC(=O)c1cccs1)c1ccc2c(c1)OCO2 (configuration not stated)	1	1	6	2	-8	-9	.	-2	-2	0.2
Fc1ccc(CSc2ccc3nnc(-c4ccccn4)n3n2)cc1	1	-9	-2	9	0	-2	-2	-3	-9	0.9
S=C(NCCC1=CCCCC1)Nc1ccc(Cl)cc1	-12	-6	4	24	-9	54	11	-5	-24	.
COc1ccc2c(c1)C(=O)N(CCc1ccc(S(=O)(=O)NC(=O)NC3CCCCC3)cc1)C(=O)C2(C)C	16	-7	-1	-10	-15	-11	1	0	10	0.7
O=C(N/N=C/c1coc2ccccc2c1=O)c1cn(-c2ccccc2)nc1-c1ccc(F)cc1	6	4	6	30	2	-18	.	1	-30	1.3
COc1cccc(C2=NN(C(=O)c3ccco3)C(O)(C(F)(F)F)C2)c1 (configuration not stated)	13	-6	3	2	5	-7	-2	-4	-2	-0.2
Cc1cc(C)c(S(=O)(=O)NCC23C=CC(O2)C2C(=O)N(c4ccccc4)C(=O)C23)c(C)c1 (configuration not stated)	-1	0	5	5	-11	-9	.	-5	-5	2.1
COc1cc(OC)cc(C(=O)NCCc2cnc[nH]2)c1	-7	-6	2	26	-5	-8	-2	-1	-26	1.2

Some of the entries so far, with bars between the fields:
compound | Rtt109 Vps75 | dFosB activator | HTR5A ag ctr | SR-BI HDL uptake | PvdQ acylase | MITF TRPM1 HTS | Wnt bcat act | cardiac RTF act | SR-BI uptake up | CDK5 inh
CN(Cc1ccccc1)C(=O)c1cccc(NC(=O)Cc2ccc(NC(=O)C3CCN(C(=O)CCc4ccccc4)CC3)cc2)c1 | -5 | 3 | 4 | 56 | -14 | -40 | -2 | 12 | -56 | -3.5
COc1cc(SC)ccc1C(=O)Nc1nc(C)cc(C)n1 | 7 | -3 | 0 | -8 | 8 | . | 3 | -3 | 8 | 1.9
Cc1ccc(C2(c3noc(CN(C)Cc4cccnc4)n3)CCCC2)cc1 | -6 | 1 | 2 | . | -10 | 5 | -2 | 3 | . | -0.1
Cc1cc(C(=O)N/N=C(\CCC(=O)O)c2cccs2)c2ccccc2n1 | -1 | 4 | -6 | -15 | -5 | 13 | 2 | 3 | 15 | 0.8
CC(=O)Nc1ccc(NS(=O)(=O)c2ccc3[nH]c(=O)[nH]c3c2)cc1 | 3 | -1 | 1 | -11 | 1 | -1 | -13 | 1 | 11 | 0.0
CCCC(C)c1nnc(NC(=O)C(=O)OCC)s1 (configuration not stated) | 5 | 2 | -7 | -4 | 8 | -9 | 0 | 2 | 4 | 0.6

(more compounds)
SMILES	Rtt109 Vps75	dFosB activator	HTR5A ag ctr	SR-BI HDL uptake	PvdQ acylase	MITF TRPM1 HTS	Wnt bcat act	cardiac RTF act	SR-BI uptake up	CDK5 inh
CC(C)(O)C#CC#CCN1CCOCC1	29	-5	-4	.	5	6	0	-7	.	-0.4
Cc1ccc(O)c(CNc2cnc3ccccc3c2)c1	11	-8	2	12	1	19	-3	-9	-12	2.0
CN(CCC#N)C(=O)COC(=O)c1ccccc1C(=O)c1ccc(Cl)c([N+](=O)[O-])c1	-6	-6	0	-11	-10	-66	-10	-5	11	0.4
NS(=O)(=O)c1cccc(NC(=O)COC(=O)CCc2ccccc2)c1	0	4	5	-2	-14	-8	1	-1	2	-1.1
Fc1ccc(-c2cn3cc(C(F)(F)F)cc(Cl)c3n2)cc1	-2	-11	10	57	11	39	49*	5	-57	2.2
COc1ccc(C(=O)Nc2ccc(Cl)cc2C(=O)NCCN2CCOCC2)cc1	-2	-14	1	1	-12	3	.	-2	-1	0.1

Screening data from PubChem.
